Compound activity from PubChem BioAssay.
T cell HTS: modulates CD8 T cell binding to vesicles | 330,000 tested, 0.068% active | calls only at 7 µM | AID 2052 | 2C CD8+ T cell-vesicle binding, flow cytometry; active compounds read low;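 active = response, share of CD8 T cells binding vesicles, and their 90th percentile fluorescence all below set limits, cut at about 80% in these data, passing the limit was not always enough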
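Benchmarks: naked versus QL9-loaded vesicles / Assay system: purified 2C TCR transgenic mouse naive CD8+ T cells / Technique: high-throughput flow cytometry with anti-B7-1 and anti-CD8 staining / Timing: Cell–vesicle co-incubation 1.5 h at 37 °C, staining 20 min on ice / Read-out: percent CD8+ FL2 mean versus row control / Probe or stimulus: QL9-loaded Drosophila micro-vesicles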
Myeloid diff MLP: promotes myeloid progenitor differentiation; calls only at 10 µM; ER-HoxA9 myeloid progenitors, lysozyme-GFP differentiation, flow cytometry; 360,000 tested, 1% active;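 active = normalized GFP-positive differentiation at or above the plate's own cutoff, the solvent-only control mean plus 3 SD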;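 also: cells exposed to compound for four days before flow analysis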
PMI inhibitors: MPI enzyme activity inhibition – biochemical, fluorescence intensity, coupled assay, primary screen (AID 1209). purified PMI enzyme, coupled fluorescence intensity; higher % means a stronger effect. inhibition, % at 20 µM; hits with a dose series show IC50 in µM. 190,000 tested, 0.42% active; in the data active = inhibition above about 50%;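 also: plate controls were DMSO vehicle for no effect and wells lacking substrate for full effect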
Dynein cargo inh: dynein cargo transport inhibition; 3617.4 mouse cells, GR-EGFP nuclear translocation imaging; test concentration mostly 20 µM; stimulated with dexamethasone, 1 µM; active compounds read low; z-score, hits read low; 220,000 tested, 0.47% active; AID 1381;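 active = plate z-score of nuclear minus cytoplasmic receptor signal below a set negative limit, without overly bright fluorescence or cell loss, cut at about -3.5 in these data, passing the limit was not always enough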;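 also: z-score of nuclear minus cytoplasmic ring GR-EGFP intensity difference per well; some compounds called inactive have numbers as strong as hits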
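Buffer or medium: tetracycline-free induction medium containing charcoal-stripped FBS / Reagent: dexamethasone agonist, 1.0 µM final, for 30 min / Technique: automated 10x imaging of fixed Hoechst-stained cells / Times: induction 48 h, compound 1 h, agonist 30 min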
TNAP activators: stimulation of alkaline phosphatase TNAP activity – biochemical, luminescent, no phosphate acceptor, uHTS, primary screen (AID 1001). activation fold at 20 µM; hits with a dose series show EC50 in µM. 200,000 tested, 0.03% active. purified TNAP, luminescent activation assay, no phosphate acceptor; higher activation fold means a stronger effect; in the data active = activation fold from about 3, or a potency from the dose series; inactive = the rest, 99 in 100 with activation fold below about 1.6; also: many of its hits are not listed in these tables
Lipid droplet: modulators of hepatic lipid droplet formation; 240,000 tested, 0.4% active; AID 1656; inhibition, % at 6.5 µM; AML12 mouse hepatocytes, oleate lipid droplets, BODIPY imaging;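 active = lipid droplet intensity inhibited by at least 50%, with more than 500 cells counted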
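Test system: AML12 hepatocytes (mouse); reagent: oleate loading, 100 µM; dosing: one dose, 6.5 µM compound; incubation: overnight exposure; signal: fluorescence imaging, 20x objective, two fields per well; read-out basis: % inhibition of corrected integrated BODIPY droplet signal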
b-catenin transl: modulators of beta-catenin nuclear translocation | HeLa beta-catenin nuclear translocation, immunofluorescence imaging | nuclear translocation activity, % at 5 µM | 190,000 tested, 0.3% active;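 active = nuclear translocation activity above 50% at 5 µM, with a well cell count of 50 or more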;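 also: per-cell ratio of nuclear to cytoplasmic median beta-catenin stain intensity; plate controls were DMSO negative control for no effect and GSK-3 inhibitor IX positive control for full effect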
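Test system: human HeLa cell line; Doses: 5 µM primary, 0.02–20 µM confirmation; Incubation: 24 h compound exposure, 37°C; Detection: beta-catenin immunofluorescence imaging with DAPI; Read-out: beta-catenin nuclear/cytoplasmic ratio, % activation.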
Insulin prom up: MIN6 insulin promoter up-regulation; z-score at 5 µM; 190,000 tested, 0.3% active; AID 1625; MIN6 insulin promoter-GFP reporter, high-content imaging; active compounds read high;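 active = z-score above 3 at 5 µM with at least 500 cells counted in the well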
MT stabilize HCS: microtubule stabilization, imaging screen; HeLa tubulin immunostaining HCS, 24 h; share of cells brighter than vehicle mean+2SD; % tubulin-high responders, % at 10 µM; 200,000 tested, 0.83% active; AID 2205;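 active = plate Z-score above 3 for both tubulin-high and condensed-nucleus cell shares, with cell loss under 80%, at 10 µM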;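 also: anti alpha tubulin signal scored within the nucleus-defined area of each cell; some results filed as inactive read as strong as hits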
Dynein cargo inh cytoplasmic EGFP: second read-out of Dynein cargo inh, no call of its own (marks repeat the call); z-score; measured here: cytoplasmic GR-EGFP intensity; active compounds read high
Dynein cargo inh nuclear GR-EGFP: further read-out of Dynein cargo inh, marked with its call; z-score; measured here: nuclear GR-EGFP intensity;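 lower value marks the stronger effect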
Dynein cargo inh cell count: recorded beside Dynein cargo inh, whose call it bears; z-score; measured here: cell count per field
Insulin prom up cell count: further read-out of Insulin prom up, marked with its call; cell count; measured here: cytotoxicity, nuclei count;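 total cells summed across four imaged fields per well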
Lipid droplet cells 6.5 µM: recorded beside Lipid droplet, whose call it bears; cell count; measured here: cell count, cytotoxicity flag;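 cells counted across two imaged fields per well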
b-catenin transl cell count 5 µM: second read-out of b-catenin transl, no call of its own (marks repeat the call); cell count; measured here: cell count, cytotoxicity flag
T cell HTS vesicle-bound %: recorded beside T cell HTS, whose call it bears; double positive events, %; measured here: CD8+ vesicle-bound cell fraction;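 binding gate set so that unloaded-vesicle control wells show 10% double positive cells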
MT stabilize HCS Hoechst-high %: recorded beside MT stabilize HCS, whose call it bears; % Hoechst-high responders; measured here: nuclear condensation Hoechst responders;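 share of cells brighter than vehicle mean plus two SD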
MT stabilize HCS cytotoxicity %: second read-out of MT stabilize HCS, no call of its own (marks repeat the call); toxicity, %; measured here: cytotoxicity by cell density;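 0% = mean cell density of plate MIN control wells and 100% = no cells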
Myeloid diff MLP GFP+ MAC1+ %: also measured in Myeloid diff MLP; calls as there; GFP+ MAC1+ double positive, %; measured here: differentiation confirmed by MAC1 staining
* hit, by the source's call; i = inactive; / = not tested or not shown.

SMILES	T cell HTS	T cell HTS vesicle-bound %	Myeloid diff MLP	Myeloid diff MLP GFP+ MAC1+ %	PMI inhibitors	Dynein cargo inh	Dynein cargo inh cytoplasmic EGFP	Dynein cargo inh nuclear GR-EGFP	Dynein cargo inh cell count	TNAP activators	Lipid droplet	Lipid droplet cells 6.5 µM	b-catenin transl	b-catenin transl cell count 5 µM	Insulin prom up	Insulin prom up cell count	MT stabilize HCS	MT stabilize HCS Hoechst-high %	MT stabilize HCS cytotoxicity %
O=C(COC(=O)c1ccc(O)cc1)Nc1ccc(Cl)cc1	i	58.3	/	/	14.3%	0.012	0.306	0.598	0.782	1	3.6	710	8.5	856	0.73	1558	4.1	2.5	18.3
NS(=O)(=O)c1ccc(NC(=O)COC(=O)c2cnc(Cl)c(Cl)c2)cc1	i	15.6	i	0.3	/	1.67	-0.246	0.688	-0.526	/	-2.8	713	-2.4	1102	0	1536	/	/	/
Cc1nn(Cc2ccccc2)c2c1C(c1cccc(Cl)c1)C(C#N)=C(N)O2 (stereo not drawn)	i	22.9	i	0.9	-22.4%	-1.13	0.326	-0.286	-0.348	1.1	4.1	730	/	/	-0.71	953	2.7	0.9	5.3
COC(=O)c1c(NC(=O)CN2CCCC(C)C2)c2c(C)cccc2n1C (stereo not drawn)	i	58.6	i	0.6	5.2%	3.62	-0.0313	2.74	-2.41	1.1	/	/	0.7	1104	-1.65	1053	5.0	2.3	6.5
CC(C)(C)C1CCC(OC(=O)CN2CCCCC2)CC1 (stereo not drawn)	i	51.0	i	0.7	/	0.0783	-0.294	-0.0267	0.425	/	-11.4	709	0.8	1336	0.2	1204	/	/	/
O=C(Nc1cccc(C(F)(F)F)c1)c1cc(-c2ccc(F)cc2)on1	i	7.3	i	0.6	-1.2%	-0.592	-0.472	-0.311	0.225	1.1	-1.7	784	-2.8	1304	/	/	1.6	1.7	10.5
O=C(CSc1nc2ccccc2s1)NCCOc1ccc(Cl)cc1	i	41.8	i	1.4	4.9%	0.405	-0.174	0.85	-0.061	1	/	/	-1.6	1342	0.05	1541	3.2	1.6	9.4
Cc1ccc(N2C(=O)c3ccc(C(=O)N4CCOCC4)cc3C2=O)cc1C	i	12.2	i	2.1	-18.3%	0.836	-0.182	0.242	-0.0921	1.1	-0.2	749	/	/	/	/	2.4	2.9	7.1
CC1CN(C(NC(=O)C(C)(C)C)C(Cl)(Cl)Cl)CC(C)O1 (stereo not drawn)	i	41.2	i	1.0	10.1%	-0.629	-0.185	-0.367	0.671	1.1	/	/	-2.2	1275	-0.11	1695	1.2	1.5	5.6
O=C(Nc1cc(S(=O)(=O)N2CCOCC2)ccc1O)c1ccc(NS(=O)(=O)c2ccc(Cl)s2)cc1	i	53.2	i	0.0	18.3%	-1.14	-0.325	-0.713	1.23	1.1	-61.2	524	-0.9	990	/	/	2.4	4.0	11.4
Cc1cc(Cl)ccc1OCC(=O)OC(C)C(=O)N(C)C (stereo not drawn)	i	48.3	i	0.6	-10.7%	-0.526	-0.0288	0.107	0.278	1.1	/	/	-0.5	1157	0.69	1333	2.9	1.8	4.7
Cc1cc([N+](=O)[O-])cnc1NC(C)c1ccccc1 (stereo not drawn)	i	8.0	i	0.4	10.0%	2.07	-0.196	0.00198	-1.25	1	/	/	/	/	/	/	2.2	1.8	8.2
CC1=CC(C)(C)N(C)C(=O)N1c1ccc(Cl)cc1	i	13.0	i	0.0	9.4%	0.367	-0.21	0.305	0.608	1.1	/	/	-2.6	1430	1.5	1459	2.4	2.1	7.1
COc1cc2c(cc1OC)-c1nnnn1C(C)(C)C2	i	38.0	i	6.2	11.8%	-0.161	-0.211	-0.136	-0.656	1	22.4	687	0.4	1030	0.93	1371	2.6	3.1	23.1
Cc1cc2cc(CN(Cc3ccc4c(c3)OCO4)C(=O)c3ccco3)c(=O)[nH]c2cc1C	i	15.5	i	0.9	17.6%	-0.166	-0.222	0.0865	0.224	1.3	/	/	4.2	771	-1.07	1296	5.4	3.1	8.3
COC(=O)COc1cccc2c(=O)n(CC(=O)N3CCCCC3)ccc12	i	19.4	i	0.6	/	-0.582	-0.247	0.119	1.4	/	4.0	653	0.1	1325	1.17	959	/	/	/
COCCN1C(=O)C(=O)/C(=C(/O)c2ccc(OC(C)C)cc2)C1c1cccnc1 (stereo not drawn)	i	49.5	i	7.2	3.8%	-0.0298	-0.221	0.298	1.14	1.2	6.4	692	-2.4	1088	-0.19	1242	2.5	2.1	3.7
CSc1nc2n(n1)C(c1cccc(F)c1)C(C(=O)Nc1ccc(C)cc1C)=C(C)N2 (stereo not drawn)	i	34.6	i	0.6	4.5%	0.0948	0.0146	0.63	0.727	1.1	/	/	0.8	1327	0.19	1676	3.9	2.8	6.8
CCCN(CCC)c1nc(N)c(C#N)c(CC#N)c1C#N	i	54.8	i	1.0	11.6%	0.702	-0.22	-0.00381	0.366	1.2	-2.7	771	/	/	0.32	652	1.0	2.6	15.1
Cc1ccc(NC(=O)CSc2nnc(-c3ccncc3)n2C)cc1C	i	56.6	i	0.9	8.7%	-0.285	-0.203	-0.534	-0.157	1	1.4	627	0.0	1022	0.21	1161	3.3	1.5	2.3
CCN(CC)CCCNC(=O)CCC(=O)Nc1ccc2nc(N3CCC(C)CC3)cc(C)c2c1	i	47.2	i	0.8	14.5%	0.116	-0.209	-0.0924	0.34	1.2	17.0	766	1.4	1094	-0.86	1307	1.7	1.2	3.1
CSCCC(NC(N)=O)C(=O)Nc1ccc(F)c(Cl)c1 (stereo not drawn)	i	55.0	i	0.0	/	0.17	-0.164	1.04	-0.589	/	6.4	702	1.0	1271	-0.31	1131	/	/	/
COc1ccc(-c2oc(NC(=O)CSc3nncn3C)c(C#N)c2-c2ccc(OC)cc2)cc1	i	48.0	i	0.8	7.6%	0.476	-0.236	0.913	0.321	1.2	-2.4	761	9.3	1134	-0.56	856	6.0	2.6	2.8
CCCn1nc(C(=O)OCC(=O)Nc2cccc(OC)c2)c2ccccc2c1=O	i	34.1	i	0.0	8.4%	0.956	-0.0271	0.716	-0.132	1.1	9.1	698	-5.0	1062	-0.57	1592	3.8	1.2	4.7
COc1ccc(CCN(C)C(=O)CSc2nnnn2C)cc1OC	i	45.9	i	0.2	-13.9%	-0.446	-0.37	-0.245	0.169	1.1	-15.2	674	-2.6	981	0.08	1550	1.7	1.6	8.6
Brc1ccc(OCCOCCN2CCOCC2)cc1	i	63.8	i	1.9	-3.7%	0.207	-0.192	-0.0721	-1.89	1	2.5	777	-6.0	1275	-0.87	1342	4.8	3.5	4.8
CCOC(=O)Cc1c(C)nc2cc(-c3ccc(C(C)(C)C)cc3)[nH]n2c1=O	i	2.8	i	3.2	4.0%	0.353	-0.139	0.265	0.499	1.1	-2.6	739	-4.6	1196	0.27	870	1.7	1.5	5.4
Nn1c(Cc2cccc3ccccc23)nnc1SCC(=O)NC1CCS(=O)(=O)C1 (stereo not drawn)	i	55.8	i	1.3	-1.3%	-0.153	-0.197	0.0936	0.788	1.2	/	/	-1.8	986	0.69	1368	2.3	2.2	7.7
N/C(=N\O)c1ccc(Oc2ccccc2Cl)c([N+](=O)[O-])c1	i	30.0	i	0.3	/	0.436	0.092	0.852	-1.15	/	3.9	721	2.3	1179	-0.12	1172	/	/	/
COCCN(CCOC)C(=O)C1CCCN(S(=O)(=O)c2ccc(NC(=O)OC)cc2)C1 (stereo not drawn)	i	36.2	i	0.9	/	-0.447	-0.22	-0.235	0.165	/	-2.8	742	0.4	1264	0.18	1070	/	/	/
O=C(Nc1nnc(-c2cccc(F)c2)s1)Nc1ccccc1F	i	48.7	i	0.3	-16.8%	1.69	-0.289	-0.00609	0.221	1.1	0.2	641	0.8	1420	-0.09	1344	2.6	1.5	7.8
Cc1nnc(SCc2cccc(Oc3ccccc3)c2)n1N	/	/	i	7.3	0.3%	-0.315	-0.221	-0.263	0.428	1.1	5.9	705	-1.3	1121	0.12	1719	1.4	2.3	8.6
CN(C)S(=O)(=O)c1ccc(C(=O)Nc2cccnc2)cc1	i	57.0	i	0.5	6.2%	2.33	-0.0432	1.84	-1.42	1.1	14.7	813	-5.1	1253	-0.56	833	2.4	0.7	8.3

An excerpt from above in order of number of heavy atoms, ascending:
SMILES	T cell HTS	T cell HTS vesicle-bound %	Myeloid diff MLP	Myeloid diff MLP GFP+ MAC1+ %	PMI inhibitors	Dynein cargo inh	Dynein cargo inh cytoplasmic EGFP	Dynein cargo inh nuclear GR-EGFP	Dynein cargo inh cell count	TNAP activators	Lipid droplet	Lipid droplet cells 6.5 µM	b-catenin transl	b-catenin transl cell count 5 µM	Insulin prom up	Insulin prom up cell count	MT stabilize HCS	MT stabilize HCS Hoechst-high %	MT stabilize HCS cytotoxicity %
N/C(=N\O)c1ccc(Oc2ccccc2Cl)c([N+](=O)[O-])c1	i	30.0	i	0.3	/	0.436	0.092	0.852	-1.15	/	3.9	721	2.3	1179	-0.12	1172	/	/	/
Cc1nnc(SCc2cccc(Oc3ccccc3)c2)n1N	/	/	i	7.3	0.3%	-0.315	-0.221	-0.263	0.428	1.1	5.9	705	-1.3	1121	0.12	1719	1.4	2.3	8.6
COc1ccc(CCN(C)C(=O)CSc2nnnn2C)cc1OC	i	45.9	i	0.2	-13.9%	-0.446	-0.37	-0.245	0.169	1.1	-15.2	674	-2.6	981	0.08	1550	1.7	1.6	8.6
